Compound activity as filed in PubChem BioAssay.
D2 antag: antagonists of human D2 dopamine receptor | HEK293 TREx D2 cells, calcium flux, dopamine EC80 | inhibition, % at 10 µM | 2% of 340,000 active; in the data active = inhibition above about 30%; note: 0% is about no effect
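Tetracycline-induced HEK293 T-REx cells expressing D2 force-coupled to calcium signalling were dye-loaded, exposed to compound for 180 s, then challenged with an EC80 of dopamine; calcium flux was followed kinetically for a further 180 s.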
USP1-UAF1 inh: inhibitors of human USP1/UAF1 deubiquitinase; O94782; recombinant USP1/UAF1, Ub-Rhodamine cleavage fluorescence; Potency, µM (doses to about 57.1 µM), for the others: top-dose activity change, negative = inhibition, usual class: inhibitors; 0.23% of 390,000 active; AID 743255; note: potency is the fitted concentration of half-maximal effect; % is set by controls: 0 for no effect and ±100 for the full control effect; nearly all actives have a fitted effect of over 60% in size; inactives centre near -12
Target sequence (O94782 whole entry, looked up): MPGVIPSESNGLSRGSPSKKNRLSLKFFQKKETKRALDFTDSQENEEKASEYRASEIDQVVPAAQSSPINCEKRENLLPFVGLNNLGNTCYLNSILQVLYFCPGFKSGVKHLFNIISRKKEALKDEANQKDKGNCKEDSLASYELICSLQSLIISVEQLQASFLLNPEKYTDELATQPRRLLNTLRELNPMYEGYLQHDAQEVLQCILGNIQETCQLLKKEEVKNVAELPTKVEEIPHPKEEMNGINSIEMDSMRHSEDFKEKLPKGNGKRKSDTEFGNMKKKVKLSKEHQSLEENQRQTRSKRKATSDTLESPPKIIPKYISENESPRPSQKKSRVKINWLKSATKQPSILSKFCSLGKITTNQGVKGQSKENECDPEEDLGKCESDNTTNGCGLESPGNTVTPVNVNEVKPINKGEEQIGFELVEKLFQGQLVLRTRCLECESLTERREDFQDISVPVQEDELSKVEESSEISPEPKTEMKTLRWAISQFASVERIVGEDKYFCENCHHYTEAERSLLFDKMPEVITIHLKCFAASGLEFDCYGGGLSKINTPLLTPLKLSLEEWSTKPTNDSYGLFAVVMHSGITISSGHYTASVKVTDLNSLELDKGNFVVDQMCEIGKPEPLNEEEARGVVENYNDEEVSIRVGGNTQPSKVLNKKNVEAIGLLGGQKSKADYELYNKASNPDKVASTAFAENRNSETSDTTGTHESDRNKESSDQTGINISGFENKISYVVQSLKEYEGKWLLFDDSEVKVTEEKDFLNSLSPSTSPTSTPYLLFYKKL
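High-throughput fluorogenic screen: 1nM USP1/UAF1 complex, Ub-Rho substrate 150nM final, 50mM HEPES pH 7.8 with 0.5mM EDTA, 0.1 mg/ml BSA, 1mM TCEP and 0.01% Tween-20.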
mIDH1 inhibitor: blocks human mutant IDH1 R132H enzyme; O75874; IDH1-R132H enzyme, NADPH consumption, diaphorase/resazurin fluorescence; Potency, µM (doses to about 76.6 µM), without a hit: at the highest dose activity change, negative = inhibition, usual class: inhibitors; 0.093% of 390,000 active; AID 602179; note: potency is the fitted concentration of half-maximal effect; % is set by controls: 0 for no effect and ±100 for the full control effect; nearly all actives have a fitted effect of over 65% in size
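IDH1-R132H (0.5 ug/mL) preincubated 30 min with compound, then NADPH (0.016 mM) and alpha-KG (2 mM) added; 80 min at RT, pH 7.5. Remaining NADPH coupled via diaphorase/resazurin to fluorescence (540/590 nm); concentration-response curves normalized to no-enzyme control.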
Pin1 inh: inhibitors of human Pin1. Pin1 FP peptide displacement, HiFluor488, 10 min. Potency, µM (titrated, usually from 115 µM), for inactives: at the top dose activity, negative = inhibition, most hits filed as inhibitors. 0.009% of 390,000 active; active = well fitted inhibition curve with a large enough effect in the polarisation, with a control signal flat, not every such curve was filed as active; inconclusive = small, poorly fitted or top-dose-only effect, or effect the other way, or a change in a side signal; inactive = no such curve, though single readings can be large or run the other way; the % refers to the polarisation; note: potency is the fitted concentration of half-maximal effect; % is set by controls: 0 for no effect and ±100 for the full control effect
Target sequence (Q13526 whole entry, looked up): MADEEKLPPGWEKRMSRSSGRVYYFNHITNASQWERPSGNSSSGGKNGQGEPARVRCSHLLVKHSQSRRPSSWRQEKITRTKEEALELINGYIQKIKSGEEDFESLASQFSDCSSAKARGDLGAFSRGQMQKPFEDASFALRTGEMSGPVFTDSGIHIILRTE
TrxR1 substrate: substrates of rat thioredoxin reductase 1; purified TrxR1 substrate turnover, NADPH consumption readout; Potency, µM (titrated, usually from 114 µM), inactives show at the highest dose activity change, negative = substrate turnover; 0.01% of 390,000 active; AID 588456; note: potency is the fitted concentration of half-maximal effect; % is set by controls: 0 for no effect and ±100 for the full control effect; nearly all actives have a fitted effect of over 50% in size
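Rat TrxR1, dispensed at 90 nM, was prereduced with 400 uM NADPH (final) for 5 min at ~22 deg C, then incubated with compound 15 min before 400 uM selenite. A first-read NADPH fluorescence drop versus no-compound background flagged substrates.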
TRHR agonist: TRH receptor (human) agonism | activation, % at 2 µM | TRHR cells, calcium flux fluo-8, FDSS agonist mode | P34981 | 0.18% of 360,000 active; in the data active = activation above about 30%; note: 0% is about no effect
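TRHR-expressing cells loaded with fluo-8 calcium dye; 23 nL library compound pin-transferred, kinetic FDSS fluorescence (Ex 480/Em 530) recorded about 180 s for agonist-induced calcium release, before a 10 nM TRH EC20 addition for potentiator mode.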
TRHR PAM: TRH receptor (human) allosteric enhancement. P34981. TRHR cells, fluo-8 calcium fluorescence, EC20 TRH enhancement. enhancement, % at 2 µM. 0.66% of 360,000 active. AID 493056; in the data active = enhancement above about 30%; note: 0% is about no effect
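Enhancer read-out: after compound pinning and an initial kinetic agonist-mode read, an EC20 of TRH (10 nM final) was injected and fluo-8 calcium signal (Ex 480/Em 530) followed at 1 s/cycle for 100 cycles in TRHR-expressing cells.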
TrxR1 inh: rat TrxR1 inhibition | AID 588453 | O89049 | Potency, µM (highest dose often 114 µM), without a hit: top-dose activity change, negative = inhibition, hits mostly inhibitors | 1% of 390,000 active | recombinant rTrxR1, NADPH fluorescence consumption, selenite substrate; note: potency is the fitted concentration of half-maximal effect; % is set by controls: 0 for no effect and ±100 for the full control effect; nearly all actives have a fitted effect of over 65% in size
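Rat TrxR1 (90 nM in the dispensed reagent) was pre-reduced with 400 uM NADPH for 5 min at room temperature, then incubated with compound for 15 min. After 400 uM selenite was added, NADPH fluorescence (Ex 340/Em 450 nm) was followed for 8 min.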
D2 ag: D2 dopamine receptor (human) agonism; P14416; HEK293 T-REx D2 cells, calcium flux agonist mode; activation, % at 2 µM; 0.53% of 340,000 active; AID 485358;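 active = activation over 3 SD above normal in the single-dose calcium agonist read, cut at about 30% in these data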; note: 0% is about no effect
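Tetracycline-induced HEK293 Trex cells with D2 receptor force-coupled to calcium signaling, plated overnight at 30 C and loaded with no-wash calcium dye. Calcium flux read kinetically for 180 s after compound addition; responses flag agonists.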
* hit, by the source's call; ? = inconclusive; · = not tested or not shown; [ ] = remark or other dose. Unless noted, calls come from the whole dose curve; as a rule, active = well fitted inhibition curve with a large enough effect; inconclusive = small, poorly fitted or top-dose-only effect; inactive = no such curve, though single readings can be large or run the other way.

1	COc1ccc(S(N)(=O)=O)cc1C(=O)NCCCN1CCN(c2cccc(Cl)c2)CC1
2	Nc1ccccc1Oc1c(F)c(F)c(Oc2ccccc2N)c(F)c1F
3	CN(C)CCCNC(=O)C[C@H]1C[C@H](C(=O)N2CCOCC2)[C@@]2(C)c3[nH]c4ccc(Cl)cc4c3CCN2C1=O
4	CCc1ccccc1NC(=O)Nc1cc(C(=O)NCc2ccc(C)cc2)ccc1N1CCCC1
5	C=CCOc1ccc(CN(C)Cc2nc3cc(C(F)(F)F)ccc3c(=O)[nH]2)cc1
6	COc1ccc(-c2cc3ccccc3n2CC(O)CNCCO)cc1 (stereo unspecified)
7	COc1ccc(CC(C#N)(CO)c2nc3ccccc3[nH]2)cc1 (stereo unspecified)
8	C=CCN1C(=O)NC2(CCCCC2)C1=O

Screen / compound no.	1	2	3	4	5	6	7	8
TRHR agonist	-0.4	-1.8	·	-1.1	0.4	·	-0.6	1.9
TrxR1 substrate	-5%	4%[57.1 µM]	6%	1%[57.1 µM]	-9%	42%[activator]	-9%	-11%[57.1 µM]
TRHR PAM	0	-4	·	4	7	·	-4	8
USP1-UAF1 inh	-17%	-18%	-17%	-15%	-15%	-17%	2%	-15%
mIDH1 inhibitor	3%	-3%	-7%	0%	-1%	7%	8%	5%
D2 antag	50*	1	·	·	1	·	0	-2
Pin1 inh	-3%	2%	1%	2%	?	-11%	0%	5%
TrxR1 inh	-6%	22%[57.1 µM]	18%	23%[57.1 µM]	14%	-12%	-8%	6%[57.1 µM]
D2 ag	56*	-0.9	·	-3.6	1.1	·	0.4	0.2

9	C=CCOc1ccccc1CN1CCSCC1
10	Cc1ccc(C2=NN=C(NC(=O)CSc3nnc4c5ccccc5n(C)c4n3)SC2)cc1
11	COc1ccccc1CNc1nccn(-c2ccccc2)c1=O
12	O=C(CN1C(=O)c2ccccc2S1(=O)=O)NC1CC2CCC1C2 (stereo unspecified)
13	Cc1cc(C)n(CCO)c(=O)n1
14	NC(=S)N/N=C1\CC(n2nnn(-c3cccc(Cl)c3)c2=S)C2COC1O2 (stereo unspecified)
15	CC1=NN(C(=O)c2ccc(Cn3nc(C)c([N+](=O)[O-])c3C)o2)C(O)(C(F)(F)F)C1 (stereo unspecified)
16	Cn1c(=O)[nH]c(=O)c2c1nc(N1CCNCC1)n2Cc1cccc2ccccc12

Screen / compound no.	9	10	11	12	13	14	15	16
TRHR agonist	0.1	-0.1	1.7	0.4	-0.1	0.6	0.3	0.0
TrxR1 substrate	11%	-13%	-6%[57.1 µM]	1%	-10%	-3%[57.1 µM]	-12%	10%
TRHR PAM	2	4	-2	4	-3	-3	-8	4
USP1-UAF1 inh	-14%	-9%	-13%	?	2%	0%	-2%	-23%
mIDH1 inhibitor	8%	-14%	26%	-4%	1%	2%	-5%	1%
D2 antag	25	-13	·	-8	-19	18	·	2
Pin1 inh	-1%	?	11%	-1%	-26%	3%	-7%	1%
TrxR1 inh	24%	18%[57.1 µM]	-5%[57.1 µM]	14%	-12%	-47%	-13%	-5%
D2 ag	-2.0	-0.1	0.5	-0.5	-1.6	0.6	·	1.9

17	CCOC(=O)CNC(=O)CSc1nc2sc(C)c(C)c2c(=O)n1C
18	CCCCc1cc(=O)oc2cc(C)cc(OC(C)C(=O)NCC3CCC(C(=O)O)CC3)c12 (stereo unspecified)
19	Cc1ccc(C)c(N2CCN(C(=O)c3cc4c(=O)n(Cc5ccccc5)ccc4nc3C)CC2)c1
20	COc1ccc(NC(C)=O)cc1NC(=O)c1cccc(S(=O)(=O)N2CCN(Cc3ccccc3)CC2)c1
21	Nc1cc(S(=O)(=O)N2CCCCC2)ccc1N1CCCCC1
22	COc1ccc(C2C(C#N)=C(N)N(c3cccnc3)C3=C2C(=O)CCC3)cc1Cn1cc([N+](=O)[O-])cn1 (stereo unspecified)
23	Cc1nn(CC(=O)Nc2ccccc2)c(=O)c2ccccc12
24	CC1CC(C)(C)NCc2ccccc21 (stereo unspecified)

Screen / compound no.	17	18	19	20	21	22	23	24
TRHR agonist	-0.8	-1.3	-0.2	0.2	0.1	0.9	-0.1	0.1
TrxR1 substrate	-7%	156%[activator]	-1%[57.1 µM]	5%	-12%	-3%	-7%	5%[57.1 µM]
TRHR PAM	3	4	2	-2	0	-3	-7	10
USP1-UAF1 inh	-2%	3%	-23%	-8%	-11%	-10%	8%	-17%
mIDH1 inhibitor	1%	-9%	-5%	2%	9%	2%	5%	0%
D2 antag	-12	1	·	1	-7	16	-8	14
Pin1 inh	-6%	-4%	11%	0%	3%	?	-2%	-2%
TrxR1 inh	-7%	8%	6%[57.1 µM]	8%	-11%	-28%	-1%[57.1 µM]	13%[57.1 µM]
D2 ag	-1.1	-0.8	0.5	-0.4	-0.3	0.4	-0.8	0.1

9 of the compounds above, bar-delimited:
No. | Structure | TRHR agonist | TrxR1 substrate | TRHR PAM | USP1-UAF1 inh | mIDH1 inhibitor | D2 antag | Pin1 inh | TrxR1 inh | D2 ag
16 | Cn1c(=O)[nH]c(=O)c2c1nc(N1CCNCC1)n2Cc1cccc2ccccc12 | 0.0 | 10% | 4 | -23% | 1% | 2 | 1% | -5% | 1.9
17 | CCOC(=O)CNC(=O)CSc1nc2sc(C)c(C)c2c(=O)n1C | -0.8 | -7% | 3 | -2% | 1% | -12 | -6% | -7% | -1.1
18 | CCCCc1cc(=O)oc2cc(C)cc(OC(C)C(=O)NCC3CCC(C(=O)O)CC3)c12 (stereo unspecified) | -1.3 | 156%[activator] | 4 | 3% | -9% | 1 | -4% | 8% | -0.8
19 | Cc1ccc(C)c(N2CCN(C(=O)c3cc4c(=O)n(Cc5ccccc5)ccc4nc3C)CC2)c1 | -0.2 | -1%[57.1 µM] | 2 | -23% | -5% | · | 11% | 6%[57.1 µM] | 0.5
20 | COc1ccc(NC(C)=O)cc1NC(=O)c1cccc(S(=O)(=O)N2CCN(Cc3ccccc3)CC2)c1 | 0.2 | 5% | -2 | -8% | 2% | 1 | 0% | 8% | -0.4
21 | Nc1cc(S(=O)(=O)N2CCCCC2)ccc1N1CCCCC1 | 0.1 | -12% | 0 | -11% | 9% | -7 | 3% | -11% | -0.3
22 | COc1ccc(C2C(C#N)=C(N)N(c3cccnc3)C3=C2C(=O)CCC3)cc1Cn1cc([N+](=O)[O-])cn1 (stereo unspecified) | 0.9 | -3% | -3 | -10% | 2% | 16 | ? | -28% | 0.4
23 | Cc1nn(CC(=O)Nc2ccccc2)c(=O)c2ccccc12 | -0.1 | -7% | -7 | 8% | 5% | -8 | -2% | -1%[57.1 µM] | -0.8
24 | CC1CC(C)(C)NCc2ccccc21 (stereo unspecified) | 0.1 | 5%[57.1 µM] | 10 | -17% | 0% | 14 | -2% | 13%[57.1 µM] | 0.1

Remaining list, next part.
25	COc1cccc(N2CCN(CC(=O)Nc3nnc(-c4ccccc4)s3)CC2)c1
26	CCOC(=O)C1=C(N)N(c2ccc(N3CCCCC3)cc2)C(=O)C1
27	O=C(COC(=O)c1cc2ccccc2cc1O)NC1CCCCC1
28	Clc1ccc(Cl)c2sc(N3CCCC3)nc12
29	CCn1ncc([N+](=O)[O-])c1C(=O)Nc1ccc(C)c(C)c1
30	O=C(N/N=C/c1cccc(O)c1)c1ccc(-n2cnnn2)cc1
31	Cc1occc1C(=O)NCCCc1ccccc1
32	C=CCNC(=S)N/N=C/c1ccc(N(CC)Cc2ccccc2)cc1

Screen / compound no.	25	26	27	28	29	30	31	32
TRHR agonist	1.1	0.1	·	-0.3	-0.2	0.8	-1.0	-0.6
TrxR1 substrate	-8%	10%[57.1 µM]	0%	2%	5%	-5%[57.1 µM]	10%	7%
TRHR PAM	7	-2	·	3	-7	12	-5	7
USP1-UAF1 inh	-10%	-1%	-16%	-16%	-16%	-16%	-18%	-2%
mIDH1 inhibitor	8%	12%	-1%	5%	23%	7%	8%	5%
D2 antag	-12	6	·	-10	-14	10	6	19
Pin1 inh	14%	2%	1%	3%	-1%	?	3%	7%
TrxR1 inh	-20%	-8%[57.1 µM]	4%	14%	11%	0%[57.1 µM]	?	-19%
D2 ag	-0.4	-0.1	·	-1.7	0.1	1.0	-1.1	-1.2

33	Cn1c(=O)c2cc(S(=O)(=O)NCCC(=O)N3CC=C(c4ccccc4)CC3)ccc2n(C)c1=O
34	CCOc1ccccc1NC(=O)CSc1ncc(S(=O)(=O)c2ccc(C)c(C)c2)c(N)n1
35	Cc1ccc(NC(=O)CCC(=O)c2ccc(Cl)s2)nc1
36	N#CC(CC(=O)c1ccc(Cl)cc1)c1ccccc1 (stereo unspecified)
37	O=C(CSc1ccc2c(c1)OCCO2)Nc1ncc(Cl)cc1Cl
38	CCC(C(=O)N1CCN(c2ncccn2)CC1)c1ccccc1 (stereo unspecified)
39	COc1cc(Cl)c(C)cc1NC(=O)CCCN1C(=O)CCC1=O
40	CCc1cccc(CC)c1NC(=S)NCc1nc2ccccc2[nH]1

Screen / compound no.	33	34	35	36	37	38	39	40
TRHR agonist	-0.1	-0.8	0.6	·	-0.4	-0.3	-0.1	-0.2
TrxR1 substrate	15%	10%	-2%	16%[57.1 µM]	2%	3%	-7%	-6%[57.1 µM]
TRHR PAM	-1	10	4	·	-5	6	1	10
USP1-UAF1 inh	-10%	-24%	-11%	-2%	-1%	-18%	-13%	-11%
mIDH1 inhibitor	11%	10%	-4%	4%	12%	12%	2%	7%
D2 antag	3	·	-33	·	3	3	-2	15
Pin1 inh	-3%	11%	-1%	1%	-1%	-9%	-6%	3%
TrxR1 inh	17%	12%	-5%	40%[57.1 µM]	12%	19%	3%	28%[57.1 µM]
D2 ag	2.8	-1.5	0.0	·	-0.1	1.2	0.2	0.1

Not all compounds are listed. The share of hits here may be higher or lower than overall.
